RAD54 inh – inhibitors of human RAD54 branch migration, primary screen, biochemical, fluorescence, single point; DNA repair and recombination protein RAD54-like (Homo sapiens), Q92698; 360,000 tested, 0.14% active; inhibition, % at 10.4 µM; RAD54 Holliday junction branch migration, FAM/BHQ fluorescence;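 active = mean normalized replicate activity at least 40 and at least half of replicates scoring 40 or more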;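 note: 0% = median of neutral control wells and 100% = median of positive control wells; inhibitors cause a drop in the FAM fluorescence signal; in these data hits start at about 50%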
Target sequence (Q92698 whole entry, looked up): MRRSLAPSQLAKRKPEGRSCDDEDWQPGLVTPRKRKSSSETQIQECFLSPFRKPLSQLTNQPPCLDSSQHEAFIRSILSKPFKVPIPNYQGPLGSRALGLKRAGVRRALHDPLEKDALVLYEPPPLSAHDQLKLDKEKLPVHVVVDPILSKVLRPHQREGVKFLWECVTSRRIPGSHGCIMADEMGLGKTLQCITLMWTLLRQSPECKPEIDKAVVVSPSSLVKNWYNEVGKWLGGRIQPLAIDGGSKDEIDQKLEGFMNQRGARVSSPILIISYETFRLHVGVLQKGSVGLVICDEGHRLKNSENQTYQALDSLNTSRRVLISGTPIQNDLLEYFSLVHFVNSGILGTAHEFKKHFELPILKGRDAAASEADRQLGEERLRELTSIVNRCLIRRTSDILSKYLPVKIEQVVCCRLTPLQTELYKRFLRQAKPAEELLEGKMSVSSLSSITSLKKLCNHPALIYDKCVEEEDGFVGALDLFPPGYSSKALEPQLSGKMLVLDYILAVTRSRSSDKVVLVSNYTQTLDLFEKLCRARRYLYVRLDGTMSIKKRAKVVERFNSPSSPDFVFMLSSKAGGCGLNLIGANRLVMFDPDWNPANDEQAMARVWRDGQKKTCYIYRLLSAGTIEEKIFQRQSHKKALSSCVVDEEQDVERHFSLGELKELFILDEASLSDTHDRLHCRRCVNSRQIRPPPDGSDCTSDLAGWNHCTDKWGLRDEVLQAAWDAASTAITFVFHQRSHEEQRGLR
CFTR F508del cor – F508del CFTR correction, initial screen, CFBE line, single point; CFBE cells, YFP halide quenching; stimulated with forskolin plus potentiator P3; % fluorescence drop versus neutral controls; activity (quench increase), % at 7.58 µM; 350,000 tested, 0.36% active; AID 720511, 2013;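 active = mean added fluorescence quench of at least 8% versus neutral control, with both replicates also reaching 8%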;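 note: cells transiently co-express mutant CFTR-F508del with the halide-sensitive YFP; corrector assay measuring rescue of mutant channel to the surface after 24 h compound exposure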
INS-1E GSIS act – GLuc luminescence reporter in INS-1E cells, primary screen for activators of glucose-dependent secretion of insulin; INS-1E GLuc reporter insulin secretion, 2-3 h; activation, % at 16.6 µM; 370,000 tested, 0.61% active;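 active = lowest replicate activation of at least 40%, so every replicate reaches that level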;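 note: 0% = median of neutral control wells and 100% = median of IBMX positive control wells; some compounds called inactive have numbers as strong as hits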
ARNT TACC3 PPI – disruptors of ARNT/TACC3 protein interaction, primary screen, biochemical, AlphaScreen, single concentration | Transforming acidic coiled-coil-containing protein 3 (Homo sapiens), Q9Y6A5 | AlphaScreen His-ARNT PAS-B/GST-TACC3 binding, luminescence; TACC3 fragment carries E629A point mutation | inhibition, % at 9.99 µM | 390,000 tested, 0.66% active;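 active = mean inhibition of replicates at least 50% and at least half of replicates each reaching 50%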;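 note: 0% = complete ARNT plus TACC3 wells and 100% = ARNT alone without TACC3; many hits fall short of the cut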
Xi reactivation – activators of inactive X chromosome reactivation, primary screen, imaging, XiGFP fibroblasts, GFP high-content imaging, set 2. XiGFP mouse fibroblasts, % GFP-positive cells imaging, 3 d; cells co-treated with 5-aza-dC sensitizer; scaled so ellipticine positive control = 100%. activation, % at 7.58 µM. 360,000 tested, 0.055% active. AID 743238, 2013;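 active = mean normalized replicate activation at least 10% and every replicate at or above 10%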;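 note: 0% = median of on-plate neutral control wells and 100% = ellipticine 6 µM median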
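System: XiGFP fibroblasts, SV40-immortalized. Medium: DMEM plus 5-aza-dC sensitizer. Doses: single point. Timing: 3 d treatment, 15 min room-temperature fixation. Control set: ellipticine 6 µM.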
ERAP1 inh – human ERAP1 aminopeptidase inhibitors, primary screen, biochemical, single point, plate reader; Endoplasmic reticulum aminopeptidase 1 (Homo sapiens), Q9NZ08; 340,000 tested, 0.15% active; AID 652197, 2013; inhibition, % at 10.7 µM; recombinant ERAP1, Leu-AMC fluorescence, 60 min;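 active = mean replicate inhibition of at least 30%, or all replicates individually reaching that 30% level; inactive = mean below 30% and not every replicate reaching it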;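 note: 0% = neutral control wells and 100% = L-leucinethiol positive control wells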
RAD52 anneal inh – RAD52 DNA annealing inhibitors, primary screen, biochemical, FRET, single point, set 2; DNA repair protein RAD52 homolog (Homo sapiens), P43351; recombinant RAD52 DNA annealing, FRET fluorescence; inhibition, % at 18.7 µM; 360,000 tested, 0.46% active; AID 651710, 2012;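 active = every replicate showing at least 50% inhibition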
esBAF inh – Bmi1 luciferase reporter increase in mESCs, primary screen, esBAF inhibitor project, mouse ES cells, Bmi1 luciferase knock-in, single point; 24 h; 100% = twice the neutral-well signal; reporter increase, % at 12.5 µM; 350,000 tested, 2% active; in the data active = activation above about 40%;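 note: 0% = median of the plate's neutral control wells and 100% = double that signal; a rise in the Bmi1 reporter signal indicates esBAF inhibition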
* marks the source's active call; other numbers are inactive results; . = no result given; & = joins results of further samples.

SMILES	RAD54 inh	CFTR F508del cor	INS-1E GSIS act	ARNT TACC3 PPI	Xi reactivation	ERAP1 inh	RAD52 anneal inh	esBAF inh
Cc1ccnc(NC(=O)c2cccc(S(=O)(=O)N3CCN(c4ccc(F)cc4)CC3)c2)c1	2	1.3	-8	7	0.1	-2	-23	3
CN1CCN(c2ccc([N+](=O)[O-])cc2C(=O)c2ccccc2)CC1	2	.	-6	-1	-0.1	3	-3	-4
Cc1ccc(SCCN2CCC(NC(=O)OCc3ccccc3)CCC2=O)cc1 (stereo not given)	-1	3.7	-31	-2	0.2	0	-18	-4
C[C@H](CO)N1C[C@H](C)[C@@H](CN(C)Cc2ccccc2F)Oc2ncc(C#CCN(C)C)cc2C1=O	-21	.	13	2	0.0	2	1	-2
O=C(NC1CCCC1)C1CCN(S(=O)(=O)N2CCCCC2)CC1	-6	.	9	5	.	.	.	-2
Cc1cc(F)ccc1S(=O)(=O)Nc1ccccc1C(=O)NCc1ccccn1	.	-0.8	-7	-4	-0.1	-6	-4	.
CN(C)c1ccc(-c2nnc(-c3cccnc3)o2)cc1	6	2.7	41	1	0.0	2	-3	7
CC1CCCCN1S(=O)(=O)c1ccc2[nH]c(=O)cc(C(=O)NCCCN3CCCCCC3)c2c1 (stereo not given)	-13	0.8	-3	11	0.0	2	11	1
COc1ccc(-c2noc(CSc3nc(N)c(-c4ccccc4)c(=O)[nH]3)n2)cc1	13	1.1	6	-59	.	-3	5	4
COc1cc(NC(=O)COC(=O)CCCC2=NS(=O)(=O)c3ccccc3N2)cc(OC)c1	-6	-0.8	7	-7	0.0	-3	-13	-11
O=C(CN1CCN(c2ccccc2)CC1)Nc1ccncc1	1	-1.1	.	9	-0.1	0	-8	-10
COc1ccc(NC(=O)N(C)C[C@H]2Oc3ccc(NS(=O)(=O)c4ccc(F)cc4)cc3CC(=O)N([C@@H](C)CO)C[C@@H]2C)cc1	.	1.5	0	.	-0.1	-3	2	1
Cc1[nH]c2ccc(C(=O)N3CCN(c4ccc(F)cc4)CC3)cc2c1C	6	-2.6	-8	8	0.0	-1	-13	-7
CCOc1ccc(C2/C(=C(\O)c3ccc4c(c3)OCCO4)C(=O)C(=O)N2CCCn2ccnc2)cc1OC (stereo not given)	-7	-0.7	12	9	0.0	0	-37	8
CC1=C(C(=O)OCC(Br)(Br)Br)C(c2cccc([N+](=O)[O-])c2)NC(=O)N1CCCC(=O)O (stereo not given)	-5	-0.3	-9	.	0.3	-2	-17	2
O=C(N[C@@H]1CC[C@H](CCNS(=O)(=O)c2ccccc2)O[C@@H]1CO)c1cccnc1	-3	1.3	15	3	-0.6	-3	2	5
CCCCCCCSc1ncnc2[nH]ncc12	10	-1.9	.	-4	-0.1	0	8	70*
CC(=O)c1ccc(N(CC(=O)NC2CCCC2)C(=O)CNC(=O)c2ccco2)cc1	-1	-0.9	2	-6	0.2	-2	-1	0
CCOC(=O)C1CCN(C(=O)c2[nH]c3ccc(OC)cc3c2C)CC1	.	-0.8	4	-18	0.2	0	-3	2
COc1ccc2c3c(n(C)c2c1)[C@@H](CO)N(C(=O)c1ccccc1)CC31CCN(C)CC1	.	-1.5	9	.	0.0	0	9	.
N#Cc1ccc(C(=O)Nc2cc(S(=O)(=O)N3CCOCC3)ccc2N2CCOCC2)cc1	-1	0.7	13	.	0.2	-5	-20	-3
CC(C)N(C(=O)[C@H]1C[C@H](CC(=O)NCCC2=CCCCC2)C(=O)N2CCc3c([nH]c4cc(CCC(=O)N(C)C)ccc34)[C@]12C)C(C)C	1	0.8	-13	-2	0.4	2	-10	6
CC(=O)N1c2ccccc2C2CCCC[C@H]21 (stereo not given in full)	1	-5.5	8	-4	0.0	-1	-8	-3
CCC(=O)NCCCc1nc(-c2ccccc2)no1	-6	0.1	4	-11	0.4	.	2	7
COc1ccc(CNC(=O)C[C@H]2C[C@H]3c4cc(NS(C)(=O)=O)ccc4O[C@H]3[C@H](CO)O2)cc1	-13	-1.9	1	-1	-0.1	1	-10	-1
CCOc1ccc(CCNC(=O)COC(=O)COc2ccc(C#N)cc2)cc1OCC	-4	-0.4	31	4	-0.1	-1	-5	1
O=[N+]([O-])c1cc(S(=O)(=O)N2CCCC2)ccc1N/N=C/c1ccncc1	3	.	2	-4	-0.4	.	.	.
CN1C(=O)c2cc(NC(=O)c3ccc(C(F)(F)F)cc3)ccc2OC[C@H]2O[C@H](CC(=O)O)CC[C@@H]21	7	3.3	1	14	0.2	-1	1	2
COc1ccc(N2CCN(C(=O)CCS(=O)(=O)c3ccc4c(c3)CCN4C(=O)C3CC3)CC2)cc1	5	0.4	1	42	0.0	2	4	2
COc1cccc(CNC(=O)C[C@@H]2CC[C@@H](NC(C)=O)[C@H](CO)O2)c1	-4	3.6	15	-1	0.1	1	-4	-3
CSc1ccc(COC(=O)CCS(=O)(=O)c2ccc(C)cc2)cc1	-2	-3.2	5	-2	0.0	-4	-4	.
CC(=O)c1cccc(NC(=O)COC(=O)C2CCCN2C(=O)c2cccs2)c1 (stereo not given)	-2	0.8	-9	0	-0.1	0	-70	-4
[O-][N+]12CCCCC1CCCC2CO (stereo not given)	.	-1.8	27	-4	-0.2	.	-2	.
COc1cccc(CN2CC(C(=O)NCCOc3ccccc3F)CCC2=O)c1 (stereo not given)	3	2.2	18	2	0.3	-1	-10	1
O=C(Nc1nnc(-c2ccco2)o1)c1cccc(N2C(=O)CCC2=O)c1	11	0.1	2	49*	0.0	3	-26	3
O=C(NC1CCCC1)N[C@H]1CC[C@H](CC(=O)N2CCOCC2)O[C@H]1CO	1	1.8	7	-5	-0.5	-1	-2	1
C[C@@H]1CN([C@@H](C)CO)C(=O)CCCn2nncc2CO[C@@H]1CN(C)CC1CCCC1	2	-0.5	19	-9	0.1	1	-5	-3
C/C(=N\O)c1cc(Cl)cc(Cl)c1O	.	0.6	.	-5	0.1	0	-9	1
O=C(C[C@H]1CC[C@H]2[C@@H](COC[C@@H](O)CN2Cc2cccc(Cl)c2)O1)NCc1cccc(F)c1	-3	0.6	-18	5	0.1	0	13	-5
COc1ccc(-c2nc(CCl)cs2)cc1OC	1	1.3	62*	8	0.1	-3	0	1

No new results follow: entries from further up.
SMILES	RAD54 inh	CFTR F508del cor	INS-1E GSIS act	ARNT TACC3 PPI	Xi reactivation	ERAP1 inh	RAD52 anneal inh	esBAF inh
CCC(=O)NCCCc1nc(-c2ccccc2)no1	-6	0.1	4	-11	0.4	.	2	7
COc1ccc(CNC(=O)C[C@H]2C[C@H]3c4cc(NS(C)(=O)=O)ccc4O[C@H]3[C@H](CO)O2)cc1	-13	-1.9	1	-1	-0.1	1	-10	-1
CCOc1ccc(CCNC(=O)COC(=O)COc2ccc(C#N)cc2)cc1OCC	-4	-0.4	31	4	-0.1	-1	-5	1
O=[N+]([O-])c1cc(S(=O)(=O)N2CCCC2)ccc1N/N=C/c1ccncc1	3	.	2	-4	-0.4	.	.	.
CN1C(=O)c2cc(NC(=O)c3ccc(C(F)(F)F)cc3)ccc2OC[C@H]2O[C@H](CC(=O)O)CC[C@@H]21	7	3.3	1	14	0.2	-1	1	2
COc1ccc(N2CCN(C(=O)CCS(=O)(=O)c3ccc4c(c3)CCN4C(=O)C3CC3)CC2)cc1	5	0.4	1	42	0.0	2	4	2
COc1cccc(CNC(=O)C[C@@H]2CC[C@@H](NC(C)=O)[C@H](CO)O2)c1	-4	3.6	15	-1	0.1	1	-4	-3
CSc1ccc(COC(=O)CCS(=O)(=O)c2ccc(C)cc2)cc1	-2	-3.2	5	-2	0.0	-4	-4	.
CC(=O)c1cccc(NC(=O)COC(=O)C2CCCN2C(=O)c2cccs2)c1 (stereo not given)	-2	0.8	-9	0	-0.1	0	-70	-4
[O-][N+]12CCCCC1CCCC2CO (stereo not given)	.	-1.8	27	-4	-0.2	.	-2	.
COc1cccc(CN2CC(C(=O)NCCOc3ccccc3F)CCC2=O)c1 (stereo not given)	3	2.2	18	2	0.3	-1	-10	1
O=C(Nc1nnc(-c2ccco2)o1)c1cccc(N2C(=O)CCC2=O)c1	11	0.1	2	49*	0.0	3	-26	3
O=C(NC1CCCC1)N[C@H]1CC[C@H](CC(=O)N2CCOCC2)O[C@H]1CO	1	1.8	7	-5	-0.5	-1	-2	1

2 of the compounds above, in markdown:
| smiles | RAD54 inh | CFTR F508del cor | INS-1E GSIS act | ARNT TACC3 PPI | Xi reactivation | ERAP1 inh | RAD52 anneal inh | esBAF inh |
| --- | --- | --- | --- | --- | --- | --- | --- | --- |
| COc1cccc(CNC(=O)C[C@@H]2CC[C@@H](NC(C)=O)[C@H](CO)O2)c1 | -4 | 3.6 | 15 | -1 | 0.1 | 1 | -4 | -3 |
| CSc1ccc(COC(=O)CCS(=O)(=O)c2ccc(C)cc2)cc1 | -2 | -3.2 | 5 | -2 | 0.0 | -4 | -4 | . |

More entries.
SMILES	RAD54 inh	CFTR F508del cor	INS-1E GSIS act	ARNT TACC3 PPI	Xi reactivation	ERAP1 inh	RAD52 anneal inh	esBAF inh
COc1cccc(NC(=O)C[C@H]2CC[C@H]3[C@@H](COc4ccc(NS(=O)(=O)c5cccc(F)c5)cc4C(=O)N3C)O2)c1	-3	-2.8	-2	7	0.0	.	.	3
Cc1ccc(S(=O)(=O)Nc2ccc3c(c2)C(=O)N([C@H](C)CO)C[C@H](C)[C@@H](CN(C)Cc2ccccc2)O3)cc1	5&-9	0.1&1.7	-6&-5	3&-4	0.0&0.0	1&2	13&-20	0&-5
O=C(/C=C/c1ccccc1)N1CCC(N2CCC(C(=O)N3CCOCC3)CC2)CC1	7	-0.9	-2	.	0.4	-2	-32	7
CN(C)CC(=O)N[C@H]1CC[C@H](CC(=O)NCc2ccccc2F)O[C@H]1CO	2	-3.1	0	-3	0.0	-4	4	2
O=C1CCCC2=C1C(c1ccc(O)c(O)c1)Nc1ccc3ncccc3c12 (stereo not given)	7	0.2	7	11	-0.1	11	-13	10
CC1(C)CC(=O)C(C=Nc2ccc(O)cc2)=C(O)C1	1	-1.8	1	6	.	7	2	4
O=c1c2ccccc2nc2c3ccccc3cnn12	.	0.5	-17	10	0.4	-1	-16	74*
CC(=O)Nc1ccc(-c2ccnc3c2CC(C)(C(=O)Nc2cccc(C(C)=O)c2)O3)cc1 (stereo not given)	-2	-2.6	-9	.	0.0	2	-19	-8

Source: PubChem BioAssay (Broad Institute)
